MRP resist rev – reversal of MRP1-mediated doxorubicin resistance, primary screen, H69AR cells, doxorubicin co-treatment. H69AR cells + 2 uM doxorubicin, CellTiter-Glo, 72 h. differential viability (reversal), % at 10 µM. 0.04% of 85,000 active;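 active = viability drop by adding the cancer drug above about 55%, with treated viability meeting a 40% cutoff, limit read from the data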;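 note: viability without doxorubicin minus viability with 2 µM doxorubicin for each compound; larger differential means the compound sensitizes cells more to doxorubicin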
PLAP inhibitors HTS – PLAP enzyme inhibitors, biochemical, luminescence, HTS (AID 690) | Alkaline phosphatase, placental type (Homo sapiens) | purified PLAP, luminescent substrate; higher % means a stronger effect | one-dose inhibition, % at 20 µM; IC50 in µM for titrated hits | 0.08% of 96,000 active; in the data active = a potency from the dose series; inactive = the rest, 99 in 100 with inhibition below about 30%; note: strong numbers were not always called active
Bcl-B TR3 displacers – displacers of TR3 peptide from Bcl-B, primary screen, selectivity assay for Bfl-1 inhibitor project, biochemical, fluorescence polarization | AID 748, 2007 | 0.11% of 96,000 active | displacement, % at 20 µM, or IC50 in µM where a hit was titrated | FP displacement of FITC-TR3 peptide from Bcl-B; higher % means a stronger effect | Bcl-2-like protein 10 (Homo sapiens);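 active = displacement above 50% at 20 µM plus a fluorescence interference ratio under 1.5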;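 note: plate controls were wells without compound for no effect and wells lacking Bcl-B protein for full effect; a part of the inactive calls stands beside numbers as strong as those of hits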
NFkB transloc inh – inhibitors of IL-1B driven NFkB p65 nuclear import, primary screen, imaging, HUVEC, IL-1B stimulus, high-content imaging | HUVEC IL-1B NFkB p65 nuclear translocation imaging | inhibition, % at 2 µM | 0.43% of 94,000 active;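 active = inhibition above about 30% together with a positive call from visual inspection of the well image, limit read from the data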;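 note: nuclear over cytoplasmic p65 intensity ratio measured by imaging; 0% = IL-1B stimulated DMSO wells and 100% = unstimulated DMSO wells; values of inactives mirror those of a sister screen read the other way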
IL1B NFkB pot – enhancers of NFkB p65 translocation in HUVEC – imaging, IL-1B stimulus, high-content imaging, primary screen. activation, % at 2 µM. 0.3% of 94,000 active. HUVEC IL-1B NFkB p65 nuclear translocation imaging;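 active = activation above 40%, about the mean plus 3 SD, also judged a hit on visual image review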;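 note: percent activation is computed from the nuclear over cytoplasmic p65 intensity ratio; values of inactives mirror those of a sister screen read the other way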
MRP resist rev cytotoxicity – also measured in MRP resist rev; calls as there; viability, %; H69AR cells, CellTiter-Glo, 72 h; measured here: cytotoxicity without doxorubicin
MRP resist rev with doxorubicin – second read-out of MRP resist rev, no call of its own (marks repeat the call); viability, %; measured here: viability with 2 uM doxorubicin; active compounds read low
NFkB transloc inh cell count 2 µM – recorded beside NFkB transloc inh, whose call it bears; cell count; measured here: cells passing quality filter;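 raw number of nuclei counted in each imaged well without normalization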
IL1B NFkB pot cell count 2 µM – recorded beside IL1B NFkB pot, whose call it bears; cell count; measured here: cells passing quality filter
Starred values were filed as active, the others as inactive; nt = no result given.

no. | Structure | MRP resist rev | MRP resist rev cytotoxicity | MRP resist rev with doxorubicin | PLAP inhibitors HTS | Bcl-B TR3 displacers
1 | COc1ccccc1CNC(=O)c1cccc(N(C)C)c1 | -12 | 93 | 105 | 21% | 13%
2 | CC1(C)CC(=O)CC(C)(C)N1OC(=O)c1ccncc1 | -2 | 96 | 98 | 4% | 0%
3 | O=[N+]([O-])c1ccc2n[nH]nc2c1 | -1 | 90 | 92 | 6% | 2%
4 | COc1ccc(NC(=O)c2ccc3c(c2)C(=O)N(Cc2cccnc2)C3=O)cc1 | -6 | 99 | 105 | 20% | -6%
5 | CC(C)=CCC/C(C)=C/CCC(C)NCCN1CCNCC1 (stereo unspecified) | -12 | 52 | 64 | -88% | 8%
6 | O=C(CCCCCC(=O)N(CCO)CCO)N(CCO)CCO | -17 | 26 | 43 | -54% | 3%
7 | O=c1c[n+]([O-])c2ccccc2n1OCc1ccccn1 | 0 | 94 | 94 | 14% | -7%
8 | CCNC(=O)O/N=C(\C)c1sc(-c2ccccc2)nc1C | nt | nt | nt | -28% | -1%
9 | Fc1ccc(C(c2nnnn2C2CCCC2)N2CCN(Cc3ccccc3)CC2)cc1 (stereo unspecified) | 12 | 94 | 82 | -25% | -7%
10 | COc1ccc(Cl)cc1NC(=O)N1CCN(CCc2ccccc2)CC1 | -2 | 72 | 74 | -20% | -3%
11 | O=C(O)CCc1ccc(-c2ccc(F)cc2)n1CCC(=O)O | 20 | 99 | 79 | -28% | 13%
12 | O=C(Nc1cc(C(=O)N2CCCC2)ccc1N1CCCC1)c1ccccc1F | 10 | 90 | 80 | -14% | 2%

no. | NFkB transloc inh | NFkB transloc inh cell count 2 µM | IL1B NFkB pot | IL1B NFkB pot cell count 2 µM
1 | -11 | 191 | 11 | 191
2 | -12 | 136 | 12 | 136
3 | -4 | 99 | 4 | 99
4 | 5 | 138 | -5 | 138
5 | -6 | 112 | 6 | 112
6 | -28 | 119 | 28 | 119
7 | -1 | 65 | 1 | 65
8 | nt | nt | nt | nt
9 | nt | nt | nt | nt
10 | 7 | 92 | -7 | 92
11 | 5 | 162 | -5 | 162
12 | -2 | 88 | 2 | 88

Results in sequence from above.
Compounds 4–12 in IL1B NFkB pot cell count 2 µM, in turn: 138, 112, 119, 65, nt, nt, 92, 162, 88
Compounds 4–12 in MRP resist rev cytotoxicity, in turn: 99, 52, 26, 94, nt, 94, 72, 99, 90

(list continues)
no. | Structure | MRP resist rev | MRP resist rev cytotoxicity | MRP resist rev with doxorubicin | PLAP inhibitors HTS | Bcl-B TR3 displacers
13 | Oc1ccc(N=Cc2ccc(-c3cccs3)s2)cc1 | -14 | 68 | 82 | 13% | -31%
14 | COc1ccc(-n2c(=O)c3c4c(sc3n3c(C)nnc23)CC(C)CC4)cc1 (stereo unspecified) | 22 | 68 | 46 | nt | nt
15 | Cc1nnc(SCC(=O)NCc2cccs2)[nH]c1=O | 1 | 92 | 90 | 4% | -1%
16 | Cc1ccc(OC(=O)NC2CCS(=O)(=O)C2)cc1C (stereo unspecified) | 7 | 87 | 80 | 24% | 1%
17 | Cc1cc(C)nc(NC(=O)C(C)N2C(=O)c3ccccc3C2=O)n1 (stereo unspecified) | -8 | 92 | 100 | -24% | -1%
18 | Cc1c(C(=O)Nc2cccc(C(F)(F)F)c2)oc2ccc(S(=O)(=O)N3CCOCC3)cc12 | -16 | 51 | 68 | 0% | -2%
19 | Clc1cccc(CSc2nnc(-c3c[nH]c4ccccc34)o2)c1 | nt | nt | nt | 20% | -6%
20 | CC(C)c1cc(C(=O)Nc2cc(Cl)ccc2O)no1 | -2 | 72 | 75 | -20% | -15%
21 | c1cncc(-c2nnc(-c3cccnc3)nn2)c1 | -6 | 4 | 10 | 19% | -6%
22 | O=S(=O)(Nc1ccc(Oc2ncccn2)c(Cl)c1)c1ccc(Cl)cc1 | 6 | 88 | 82 | -40% | -6%
23 | O=C(CCS(=O)(=O)c1cc(Br)cc2c1N(C(=O)C1CC1)CC2)NCc1ccco1 | nt | nt | nt | -7% | 1%
24 | CCc1ccccc1NC1c2ccccc2C(=O)N1c1cccnc1 (stereo unspecified) | 0 | 77 | 76 | 4% | -1%

no. | NFkB transloc inh | NFkB transloc inh cell count 2 µM | IL1B NFkB pot | IL1B NFkB pot cell count 2 µM
13 | -5 | 122 | 5 | 122
14 | 1 | 146 | -1 | 146
15 | -2 | 134 | 2 | 134
16 | -8 | 175 | 8 | 175
17 | 0 | 94 | 0 | 94
18 | -6 | 87 | 6 | 87
19 | 4 | 216 | -4 | 216
20 | -30 | 203 | 30 | 203
21 | 1 | 127 | -1 | 127
22 | 4 | 93 | -4 | 93
23 | nt | nt | nt | nt
24 | 7 | 224 | -7 | 224

Arranged by the number under IL1B NFkB pot cell count 2 µM (falling): 3 of the compounds above.
cpd | SMILES | PLAP inhibitors HTS | Bcl-B TR3 displacers | IL1B NFkB pot | IL1B NFkB pot cell count 2 µM
14 | COc1ccc(-n2c(=O)c3c4c(sc3n3c(C)nnc23)CC(C)CC4)cc1 (stereo unspecified) | nt | nt | -1 | 146
21 | c1cncc(-c2nnc(-c3cccnc3)nn2)c1 | 19% | -6% | -1 | 127
6 | O=C(CCCCCC(=O)N(CCO)CCO)N(CCO)CCO | -54% | 3% | 28 | 119

Further structures follow:
no. | Structure | MRP resist rev | MRP resist rev cytotoxicity | MRP resist rev with doxorubicin | PLAP inhibitors HTS | Bcl-B TR3 displacers
25 | O=C1NNC(=O)C2C3C=CC(C4CC34)C12 (stereo unspecified) | -1 | 98 | 100 | 18% | -13%
26 | COc1ccc(C2CC(=O)C3=C(C2)NC(C)=C(C#N)C3c2ccc(N(C)C)cc2)cc1 (stereo unspecified) | 20 | 99 | 80 | -73% | -53%
27 | CC1=C(C(=O)Nc2ccc(Cl)cc2)C(c2cccs2)n2nnnc2N1 (stereo unspecified) | -7 | 78 | 85 | -12% | 0%
28 | CC1CCC(NC(=O)CC(C)(C)Cc2nc3ccccc3c(=O)[nH]2)CC1 (stereo unspecified) | -29 | 25 | 53 | -26% | -6%
29 | FC(F)(F)c1nnc2sc(-c3ccncc3)nn12 | nt | nt | nt | 2% | 1%
30 | NC1=NC2(CCC(c3ccccc3)CC2)n2c(nc3ccccc32)N1 (stereo unspecified) | -11 | 9 | 20 | -176% | -8%
31 | O=C(c1ccco1)N1CCN(C(=O)c2sccc2-c2ccccc2)CC1 | -21 | 50 | 71 | nt | nt
32 | O=C(O)c1cc2nc(C3CC3)cc(C(F)(F)F)n2n1 | 2 | 103 | 101 | -33% | 18%
33 | CC(C)OCCCNC(=O)C1CCC(=O)N1C(C)C (stereo unspecified) | -5 | 88 | 93 | -8% | 8%
34 | CCc1ccccc1NC(=O)C1CCCN(S(=O)(=O)c2c(C)noc2C)C1 (stereo unspecified) | nt | nt | nt | -5% | -17%
35 | COc1cc2nc(SCC(=O)NCc3ccco3)n(Cc3ccc(Cl)cc3)c(=O)c2cc1OC | nt | nt | nt | nt | nt
36 | CCOC(=O)C1=C(C)N=C2SCCC(=O)N2[C@@H]1/C=C/c1ccccc1 | -4 | 84 | 88 | -10% | 4%

no. | NFkB transloc inh | NFkB transloc inh cell count 2 µM | IL1B NFkB pot | IL1B NFkB pot cell count 2 µM
25 | -4 | 178 | 4 | 178
26 | nt | nt | nt | nt
27 | -32 | 156 | 32 | 156
28 | -16 | 63 | 16 | 63
29 | -24 | 130 | 24 | 130
30 | 2 | 171 | -2 | 171
31 | -23 | 152 | 23 | 152
32 | -10 | 46 | 10 | 46
33 | 11 | 84 | -11 | 84
34 | 1 | 202 | -1 | 202
35 | -28 | 151 | 28 | 151
36 | -7 | 160 | 7 | 160

Going on with the list.
no. | Structure | MRP resist rev | MRP resist rev cytotoxicity | MRP resist rev with doxorubicin | PLAP inhibitors HTS | Bcl-B TR3 displacers
37 | Cc1cccc(C)c1NC(=S)N/N=C/c1ccc(OCCC(C)C)cc1 | nt | nt | nt | -7% | 10%
38 | Cn1c(Oc2ccccc2NCc2cccc(Br)c2)cc(=O)n(C)c1=O | -14 | 100 | 114 | -50% | -3%
39 | CCn1c(=O)n(CC)c2cc(S(N)(=O)=O)ccc21 | 0 | 89 | 89 | 11% | 8%
40 | CSc1ccccc1NC(=O)CN(c1ccccc1)S(=O)(=O)N(C)C | 0 | 78 | 78 | 0% | 0%
41 | COc1ccc(NC(=O)/C(=C\c2cc(OC)c(OC)cc2[N+](=O)[O-])NC(=O)c2ccccc2)cc1 | nt | nt | nt | -4% | 1%
42 | Cc1[nH]c2ccccc2c1NC(=O)CN1CCN(c2cccc(C(F)(F)F)c2)CC1 | -12 | 41 | 53 | -67% | -8%
43 | Cc1ccc(C)c(NC(=S)N2CCN(c3cccc(C(F)(F)F)c3)CC2)c1 | nt | nt | nt | 1% | -1%
44 | COC(=O)COc1ccc(S(=O)(=O)Nc2ccc3c(c2)OCCO3)cc1Cl | -15 | 83 | 97 | -14% | -11%
45 | Cc1sc2ncn(CC(=O)N(CC(=O)NC3CCCC3)Cc3cccs3)c(=O)c2c1C | -16 | 87 | 103 | -33% | -4%
46 | CN(CCC#N)c1ncnc2scc(-c3ccccc3)c12 | -22 | 71 | 93 | 7% | -3%
47 | O=C(CCCN1C(=O)c2cccc3cccc(c23)C1=O)N1CCc2ccccc2C1 | 2 | 74 | 72 | -7% | 3%
48 | CC1(C)NC(=O)N(CC(O)COC2CCCCC2)C1=O (stereo unspecified) | 11 | 100 | 89 | -11% | 2%

no. | NFkB transloc inh | NFkB transloc inh cell count 2 µM | IL1B NFkB pot | IL1B NFkB pot cell count 2 µM
37 | -2 | 129 | 2 | 129
38 | -2 | 177 | 2 | 177
39 | 6 | 148 | -7 | 148
40 | 2 | 161 | -2 | 161
41 | -13 | 115 | 13 | 115
42 | 6 | 142 | -6 | 142
43 | -6 | 122 | 6 | 122
44 | -7 | 133 | 7 | 133
45 | nt | nt | nt | nt
46 | nt | nt | nt | nt
47 | -4 | 72 | 4 | 72
48 | -30 | 167 | 30 | 167

Reprinted from the part before: 2 entries, then new ones.
no. | Structure | MRP resist rev | MRP resist rev cytotoxicity | MRP resist rev with doxorubicin | PLAP inhibitors HTS | Bcl-B TR3 displacers
47 | O=C(CCCN1C(=O)c2cccc3cccc(c23)C1=O)N1CCc2ccccc2C1 | 2 | 74 | 72 | -7% | 3%
48 | CC1(C)NC(=O)N(CC(O)COC2CCCCC2)C1=O (stereo unspecified) | 11 | 100 | 89 | -11% | 2%
49 | CC1CCN(C(=O)COC(=O)c2n[nH]c3ccccc23)CC1 | -10 | 84 | 94 | -64% | 0%
50 | O=C(CSc1nnc(-c2cc3ccccc3cc2O)n1Cc1ccco1)c1ccc(F)cc1 | -8 | 76 | 84 | -66% | -32%
51 | CCOC(=O)CCSc1nc(C(C)(C)C)cc(C(F)(F)F)c1C#N | 1 | 86 | 85 | nt | nt
52 | Cc1ccc2c(C(=O)CN3CCN(C4CCCCC4)CC3)c(C)[nH]c2c1 | -8 | 63 | 71 | -41% | 9%
53 | CCc1ccc(N2C(=O)CC(N3CCC(C(=O)OC)CC3)C2=O)cc1 (stereo unspecified) | 13 | 105 | 93 | -46% | -5%
54 | COc1ccc(Cc2nnc(NC(=O)CSc3ccccc3)s2)cc1 | nt | nt | nt | -13% | 3%
55 | O=C(O)c1cc2c(ccc3ccccc32)o1 | nt | nt | nt | -17% | -1%
56 | Cc1cccc(C)c1OC(=O)CSc1nnc(-c2ccccc2)o1 | 10 | 98 | 88 | nt | nt
57 | C/C(=C1/SC(N2CC(C)OC(C)C2)=NC1=O)c1ccccc1 (stereo unspecified) | 6 | 95 | 89 | -45% | -1%

no. | NFkB transloc inh | NFkB transloc inh cell count 2 µM | IL1B NFkB pot | IL1B NFkB pot cell count 2 µM
47 | -4 | 72 | 4 | 72
48 | -30 | 167 | 30 | 167
49 | -16 | 100 | 16 | 100
50 | 0 | 165 | 0 | 165
51 | -2 | 65 | 2 | 65
52 | -19 | 16 | 19 | 16
53 | 10 | 171 | -9 | 171
54 | 1 | 92 | -1 | 92
55 | -5 | 112 | 5 | 112
56 | 3 | 106 | -3 | 106
57 | -12 | 175 | 11 | 175

Assay outcomes as filed in PubChem BioAssay.

Not all compounds are listed. The share of hits here may be higher or lower than overall.
